MRP1 act = H69AR viability gain despite doxorubicin, primary screen, MRP-1 activator project, H69AR cells, CellTiter-Glo; 140,000 tested, 0.61% active; viability rescue; AID 799, 2007; viability increase, % at 10 µM;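 active = viability gain under doxorubicin at or above a set limit, the compound median plus 3 SD, cut at about 4.7% in these data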;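 also: MRP-1 overexpressing cells given doxorubicin 25 µM after compound pretreatment; 18-22 h compound pretreatment then 72 h with doxorubicin before readout; 0% = doxorubicin-only wells and 100% = vehicle-treated cells without doxorubicin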
HCT116 PTEN-null = growth suppression of PTEN-null HCT116, primary screen, cell-based, CellTiter-Glo | HCT116 PTEN-null viability, 60 h; stronger effect = lower value | viability, % at 10 µM | 140,000 tested, 1.2% active | AID 827, 2007;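 active = viability at or below a set limit, 4 SD under the median of all tested compounds, cut at about 3.7% in these data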;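 also: PTEN knockout HCT116 line with beta catenin targeted HCT116 as companion control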
NPY-Y2 antag = NPY-Y2 receptor antagonists, primary screen, cell-based. Neuropeptide Y receptor type 2 (Homo sapiens), P49146. inhibition, % at 2.7 µM. NPY-Y2 expressing cells, antagonist mode. 140,000 tested, 0.99% active; in the data active = inhibition above about 17%;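 also: 0% = vehicle with agonist challenge and 100% = reference antagonist with challenge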
Target sequence (P49146 whole entry, looked up): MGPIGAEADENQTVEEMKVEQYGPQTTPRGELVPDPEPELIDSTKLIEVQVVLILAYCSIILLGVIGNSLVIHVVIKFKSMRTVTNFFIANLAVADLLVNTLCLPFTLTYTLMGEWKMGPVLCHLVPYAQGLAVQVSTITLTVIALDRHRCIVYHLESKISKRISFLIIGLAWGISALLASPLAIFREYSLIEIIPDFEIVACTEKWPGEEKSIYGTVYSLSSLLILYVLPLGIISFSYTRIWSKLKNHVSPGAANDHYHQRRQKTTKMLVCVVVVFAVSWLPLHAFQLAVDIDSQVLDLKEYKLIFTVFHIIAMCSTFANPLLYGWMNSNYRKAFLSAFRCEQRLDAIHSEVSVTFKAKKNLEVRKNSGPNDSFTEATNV
Phagocytosis inh = inhibitors of macrophage phagocytosis, primary screen, imaging, J774A.1 cells, IgG beads; J774A.1 macrophage IgG-bead phagocytosis; inhibition, % at 5 µM; 110,000 tested, 0.07% active; AID 1029, 2008;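 active = inhibition above the mean of the plate negative controls plus 5 SD, cut at about 13% in these data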;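 also: phagocytic index as fraction of beads internalized from green versus red external bead signal; plate controls were DMSO negative control for no effect and cytochalasin-D positive control for full effect; some results beyond the cut were filed as inactive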
BB579 growth dn = growth inhibitors of yeast BB579 in restrictive medium, primary screen, yeast lifespan-shortening project, S. cerevisiae. OD615, 48 h. inhibition, % at 10 µM. 140,000 tested, 0.51% active;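 active = inhibition above a set limit, 3 SD over the mean compound inhibition, cut at about 44% in these data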; also: inactives centre near -24
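Test system: Saccharomyces cerevisiae DeaD strain BB579, replicative lifespan model yeast | Buffer or medium: Restrictive CSMM-D medium | Doses: One dose, 10 µM compound with 0.25% DMSO | Incubation: 48 h exposure, 30 °C | Detection: Culture absorbance at 615 nm | Control set: Amphotericin B at 10 µg/mL as positive control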
HCT116 bCat-KO = primary screen for growth suppressors in beta-catenin knockout HCT116 cells (colon tumor, human). HCT116 beta-catenin knockout viability, CellTiter-Glo, 60 h; stronger effect = lower value. viability, % at 10 µM. 140,000 tested, 1.5% active;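 active = viability at or under a set limit, the compound median less 4 SD, cut at about 6% in these data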;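 also: 0% = Hyamine 1622 control at 20 µM and 100% = untreated cell control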
Yeast lifespan up = compounds extending yeast replicative lifespan, primary screen, S. cerevisiae, OD615; 130,000 tested, 0.68% active; inhibition of the nicotinamide effect, % at 10 µM; S. cerevisiae growth with nicotinamide; deaD strain in restrictive glucose medium; AID 775, 2007;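 active = inhibition above a set limit, placed 3 SD over the median of all compounds, cut at about 26% in these data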;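 also: 0% = nicotinamide-treated wells and 100% = cells grown without nicotinamide; some compounds called inactive have numbers as strong as hits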
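Buffer or medium: CSMM-D glucose medium, restrictive; test system: modified budding yeast, DeaD strain; compound: single dose 10 µM compound, 0.25% DMSO; schedule: culture preincubation 4 h, compound exposure 48 h, both 30 °C; detection: optical density (absorbance) at 615 nm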
GALR2 blocker = GALR2 antagonists in receptor-expressing cells, primary screen. antagonist mode. 140,000 tested, 0.39% active. Galanin receptor type 2 (Homo sapiens), O43603. AID 828, 2007. inhibition, % at 4 µM; in the data active = inhibition above about 27%;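 also: cells stimulated with galanin 1-16 at roughly its EC80; 0% = agonist challenge control and 100% = basal control without agonist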
Target sequence (O43603 whole entry, looked up): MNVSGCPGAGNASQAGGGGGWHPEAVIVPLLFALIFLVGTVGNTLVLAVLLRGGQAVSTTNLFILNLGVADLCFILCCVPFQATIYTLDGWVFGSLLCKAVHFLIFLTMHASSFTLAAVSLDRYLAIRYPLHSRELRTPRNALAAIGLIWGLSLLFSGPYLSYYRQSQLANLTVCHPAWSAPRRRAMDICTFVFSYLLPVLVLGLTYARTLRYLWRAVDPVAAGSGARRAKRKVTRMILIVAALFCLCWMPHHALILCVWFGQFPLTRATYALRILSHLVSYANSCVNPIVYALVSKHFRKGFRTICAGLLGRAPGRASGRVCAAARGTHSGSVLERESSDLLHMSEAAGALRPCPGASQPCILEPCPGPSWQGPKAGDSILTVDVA
E-sel TNF inh = E-selectin induction blockers in HUVEC – imaging, immunofluorescence, high content, primary screen; inhibition, % at 2 µM; AID 1246, 2008; 120,000 tested, 0.71% active; HUVEC TNFa-induced E-selectin immunofluorescence;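 active = inhibition above the batch mean plus 3 SD, and confirmed as a hit on visual image review, cut at about 43% in these data; inconclusive = passes the inhibition cutoff but fails visual image review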;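 also: 0% = TNF-stimulated DMSO wells and 100% = unstimulated control wells; not every result past the cut was called active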
Measles CPE = compounds protecting cells from measles virus cytopathic effect, primary screen, measles RdRp inhibitor project, single point, MLSMR library, absorbance | Measles virus-infected cells, CPE protection | 140,000 tested, 1.5% active | AID 841, 2007 | protection (pct of control), % at 4 µM; in the data active = protection mostly above about 24%, no sharp cut-off; inactive = mostly below about 26%; also: some compounds called inactive have numbers as strong as hits
* marks the source's active call; other numbers are inactive results; ? = inconclusive; . = no result given.

| SMILES | MRP1 act | HCT116 PTEN-null | NPY-Y2 antag | Phagocytosis inh | BB579 growth dn | HCT116 bCat-KO | Yeast lifespan up | GALR2 blocker | E-sel TNF inh | Measles CPE |
| --- | --- | --- | --- | --- | --- | --- | --- | --- | --- | --- |
| COc1cc(NS(=O)(=O)c2ccc(NC(=O)C3CCCO3)cc2)nc(OC)n1 (stereo unspecified) | -1.6 | 87 | 3 | -4 | -3 | 106 | -15 | -5 | 13 | 8 |
| O=C(N1CCOCC1)C12CCC3CC(CC(C3)C1)C2 | -2.0 | 76 | 1 | 0 | -11 | 76 | 4 | 1 | -2 | 21 |
| CCOc1ccc(Cn2c3ccc(OC)cc3c3nc4ccccc4nc32)cc1 | -3.1 | 6 | 11 | -5 | -59 | 14 | 6 | 7 | . | 2 |
| O=C(NCCN1CCCCC1)c1ccc(=O)oc1 | -2.5 | 89 | 2 | -1 | -20 | 96 | -11 | -22 | 12 | 8 |
| Cc1ccc(/C=C/C(O)=C2/C(=O)N(C)C3(C)CC2c2ccccc2O3)cc1 (stereo unspecified) | -6.8 | 3.0* | 7 | 4 | -43 | 5.4* | 0 | 3 | -29 | 26 |
| c1nnc(NC2=NCCC2)s1 | -1.3 | 100 | 0 | -2 | -10 | 100 | -16 | -4 | -11 | 7 |
| CCc1ccccc1-n1c(-c2ccncc2)n[nH]c1=S | -3.2 | 89 | 3 | 1 | -17 | 87 | -3 | 0 | -5 | 4 |
| O=C(Nc1nccs1)c1cc(-c2ccccc2)nc2ccccc12 | -2.4 | 59 | 1 | -5 | -21 | 70 | -5 | 11 | -30 | 40* |
| CCCn1c(=O)c(C(=O)Nc2ccccc2C(=O)OCC)c(O)c2ccccc21 | -0.1 | 95 | 6 | -2 | -25 | 97 | 13 | 8 | 8 | 9 |
| C/C(=N\NC(=O)c1ccccc1)c1ccc2c(c1)OCO2 | 0.1 | 101 | 6 | -1 | -10 | 105 | -8 | 0 | -10 | 1 |
| CC(C)(/C=N/NC(=O)CSCc1ccccc1Cl)CCC#N | -2.2 | 90 | 1 | -6 | -32 | 82 | 3 | -6 | 6 | 8 |
| Cn1nnnc1SCCOc1ccc(C#N)cc1 | 0.3 | 98 | 1 | 0 | -38 | 99 | -22 | -1 | -1 | 3 |
| O=C(NCCC1=CCCCC1)c1ccc(F)cc1 | 0.9 | 94 | 1 | 1 | -21 | 93 | -3 | -11 | . | 8 |
| O=C(CC(C(=O)O)c1ccccc1)Nc1cccc2ccccc12 (stereo unspecified) | -0.7 | 102 | -1 | -5 | -54 | 93 | 7 | 2 | . | 2 |
| Cc1nnc(SCC(=O)N2CCOCC2)c2ccccc12 | -0.5 | 96 | 3 | -1 | 10 | 91 | -9 | 8 | . | 15 |
| Cc1cccc(C(c2c(C)nn(-c3ccccc3)c2N)c2c(C)nn(-c3ccccc3)c2N)c1 | -3.1 | 75 | 0 | -2 | -12 | 65 | 1 | -3 | . | 8 |
| CC(/C=N/n1c(-c2ccco2)n[nH]c1=S)=C\c1ccco1 | -2.5 | 86 | 3 | -9 | -63 | 95 | -6 | -4 | -73 | 21 |
| O=C(CC(c1ccccc1)c1ccccc1)NCCO | -1.2 | 103 | 2 | -1 | -66 | 103 | -6 | -4 | 33 | 16 |
| COc1cc(C2CC(=O)Nc3ccccc3S2)cc(OC)c1OC (stereo unspecified) | -1.2 | 92 | 2 | 1 | -70 | 89 | -2 | 24 | . | 16 |
| O=C(CSc1ccc2c(c1)OCCO2)Nc1cccc(S(=O)(=O)N2CCCCC2)c1 | 0.4 | 102 | 5 | -7 | 13 | 94 | -2 | -3 | 16 | 8 |
| O=C(Nc1ccc(-c2noc(COc3ccccc3Cl)n2)cc1)c1ccco1 | -0.7 | 93 | -2 | . | -41 | 84 | . | -13 | 2 | 4 |
| Cc1nnc2sc(SCC(=O)Nc3nccs3)nn2c1=O | -0.4 | 100 | 0 | -5 | 14 | 95 | -1 | 3 | . | 6 |
| O=C1CCCC2=C1C(c1cccs1)n1nc(SCc3ccccc3)nc1N2 (stereo unspecified) | -2.6 | 75 | -1 | -1 | -45 | 72 | -8 | 13 | -22 | 1 |
| CC(C)c1ccccc1N=C1SCCN1C1CCS(=O)(=O)C1 (stereo unspecified) | 0.3 | 100 | -1 | -1 | -41 | 100 | -3 | -2 | . | 10 |
| Cc1c(C(=O)Nc2cnccn2)oc2ccccc12 | -1.6 | 42 | 1 | -2 | -28 | 46 | -18 | 1 | -10 | 10 |
| O=[N+]([O-])c1cc(S(=O)(=O)Nc2ccccc2)ccc1NCc1ccccc1 | 3.3 | 75 | 1 | . | 0 | 88 | 5 | 4 | . | 37* |
| COc1ccccc1C(=O)NCCc1nc2ccccc2[nH]1 | 0.6 | 105 | 0 | -4 | 7 | 114 | -12 | 6 | . | 19 |
| Cc1cc(C)cc(SCc2noc(C(=O)NCC3CCCO3)c2C(=O)O)c1 (stereo unspecified) | -0.8 | 107 | 5 | . | -58 | 99 | -5 | 0 | -2 | 2 |
| COc1ccc(C2C(C(=O)c3cccs3)=C(O)C(=O)N2c2nnc(C)s2)cc1OC (stereo unspecified) | -1.9 | 104 | 3 | . | -18 | 93 | -20 | 1 | -3 | 26 |
| CC(C)CC(NC(=O)C1CCC(C)CC1)C(=O)Nc1cccnc1 (stereo unspecified) | -0.6 | 89 | 2 | -1 | -21 | 75 | -12 | 5 | -74 | 14 |
| CC(=O)Nc1nc2c(c3c1c(=O)oc1ccccc13)CCCCC2 | 3.0 | 103 | -1 | 0 | 5 | 106 | -15 | 5 | -2 | 12 |
| O=C(NC1CCCCC1)N1CCCC(c2nc3ccccc3[nH]2)C1 (stereo unspecified) | -0.9 | 111 | -2 | 0 | -69 | 94 | -4 | -11 | -67 | 18 |
| COc1cc2[nH]ccc(=O)c2cc1OC | -0.2 | 101 | 1 | . | -35 | 92 | 5 | 5 | -8 | 12 |
| O=C1c2cccnc2C(=O)N1Cc1ccc(Cl)cc1 | -0.3 | 101 | 6 | 0 | -28 | 98 | 0 | -5 | 2 | 6 |
| Cc1ccc(Cn2ncc3c(N4CCCC4)ncnc32)cc1 | 0.2 | 100 | 1 | -2 | -22 | 99 | -10 | 6 | 4 | 6 |
| O=C(NCCc1ccccc1)c1ccc(-c2ccccc2Cl)o1 | -1.4 | 100 | 12 | . | -41 | 95 | -3 | 0 | . | 4 |
| COc1ccccc1C(=O)n1nc(-c2ccco2)nc1N | 1.0 | 87 | 2 | 0 | 7 | 95 | -6 | -3 | -8 | 16 |
| COc1ccc(CCNC(=O)CSc2nnc(-c3cccc(F)c3)o2)cc1OC | -2.0 | 97 | -1 | 0 | 15 | 82 | -14 | 4 | 0 | 12 |
| c1ccc(Cn2nnc3c(N4CCc5ccccc5C4)ncnc32)cc1 | 1.8 | 79 | 7 | . | -40 | 81 | -10 | -4 | . | 16 |
| COc1ccc(CNC(=O)C2CCNCC2)cc1 | -1.1 | 98 | 1 | 8 | 7 | 98 | -4 | 0 | -20 | 7 |
| Cc1nnc(SCC(=O)NCCN2C(=O)CSC2=O)s1 | 2.2 | 115 | -2 | 0 | -59 | 106 | 1 | 0 | -3 | 4 |
| Cn1cccc1Cc1nnc(SCC(=O)N2CCN(c3ccccc3)CC2)n1-c1ccc(F)cc1 | -0.5 | 92 | 0 | -1 | -24 | 94 | -9 | -3 | . | 3 |
| CCOC(=O)c1c(C)[nH]c(C)c1-c1ccccc1OC | -3.6 | 86 | 4 | . | -10 | 82 | -2 | 8 | 14 | 9 |
| COc1ccc(/C=N/NC(=O)CCc2c(C)n[nH]c2C)cc1O | 0.4 | 96 | 2 | 0 | -72 | 102 | -8 | -5 | 12 | 5 |
| COc1ccccc1C(CC(=O)Nc1nccs1)c1ccco1 (stereo unspecified) | -2.6 | 84 | 11 | 0 | -34 | 89 | -1 | -11 | . | 9 |
| Cn1ncc(Br)c1C(=O)N1CCN(C(=O)c2ccco2)CC1 | 0.4 | 94 | -1 | -3 | -17 | 97 | -1 | -1 | . | 20 |
| CC(=O)NC1=NC(=O)/C(=C/N2CCOCC2)S1 | -1.2 | 95 | 6 | -2 | -37 | 92 | -9 | -2 | . | 4 |
| Cc1ccc(S(=O)(=O)N/N=C\c2cc3c(cc2[N+](=O)[O-])OCO3)cc1 | -0.8 | 102 | -1 | 0 | -17 | 93 | -10 | 5 | 6 | 11 |
| O=C(CSc1ccc2nnc(-c3ccccc3)n2n1)N1CCCc2ccccc21 | -4.1 | 73 | 7 | -4 | -9 | 73 | -2 | 1 | . | 9 |
| Cc1occc1C(=O)NCc1ccccc1 | -2.3 | 88 | 1 | . | -1 | 88 | -20 | -5 | 2 | 2 |
| CCSc1nc2ccccc2n1CC(N)=O | -1.4 | 90 | 2 | . | 1 | 96 | -1 | 1 | -28 | 5 |
| Cc1ccc(-c2nnc(SCC(=O)Nc3ccc4c(c3)OCCO4)n2N)cc1 | -0.4 | 106 | 2 | 0 | -82 | 99 | -4 | 0 | . | 9 |
| CC(=O)c1cccc(NC(=O)N2CCCC2C(=O)NCc2ccc(C)cc2)c1 (stereo unspecified) | -0.7 | 96 | 1 | 0 | 17 | 93 | -3 | 0 | -20 | 4 |
| COc1ccc2c(c1)SCC/C2=C\CN1C(=O)CCC1=O | -2.3 | 100 | 4 | -2 | -19 | 94 | -4 | -2 | . | 5 |
| O=C(Nc1cccnc1)c1cnc2ccccc2n1 | -2.4 | 99 | 0 | -1 | -10 | 94 | -10 | 6 | -45 | 30 |
| N#CCc1c(C#N)c(N)nc(N2CCN(c3ccc(F)cc3)CC2)c1C#N | -0.1 | 82 | 3 | 3 | -53 | 91 | -5 | -1 | ? | 17 |
| CCOC(=O)c1c(C)[nH]c(C(=O)CSc2nnc(C3CC3)n2N)c1C | -3.4 | 101 | 3 | -3 | -7 | 97 | -7 | -9 | -17 | 25 |
| CCN1CCN(S(=O)(=O)c2ccc(OC)c(Br)c2)CC1 | -0.8 | 100 | 0 | 0 | -30 | 103 | 3 | -13 | -3 | 9 |
| O=c1cc(-c2ccccc2Cl)oc2cccc(O)c12 | -3.0 | 100 | 5 | . | -30 | 94 | -1 | 13 | 11 | 7 |
| S=C(NCCN1CCOCC1)N/N=C/c1c2ccccc2cc2ccccc12 | -3.5 | 64 | 9 | -1 | -32 | 62 | -24 | -23 | 8 | 31 |
| Cc1ccc(S(=O)(=O)c2cc(N3CCOCC3)nc(-c3ccccc3)n2)cc1 | -0.6 | 91 | -1 | . | -37 | 92 | -14 | -15 | -19 | 2 |

Source: PubChem BioAssay (several laboratories)
